Source: PubChem BioAssay (The Scripps Research Institute Molecular Screening Center)
GBA enhancer – glucocerebrosidase activity enhancement; P04062; L444P Gaucher fibroblasts, 4-MU-glucoside fluorescence, 3 days; activation, % at 10 µM; 30,000 compounds, 0.44% hits; in the data active = activation above about 65%;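 note: 0% = vehicle wells and 100% = positive control wells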
Target sequence (P04062 whole entry L483P): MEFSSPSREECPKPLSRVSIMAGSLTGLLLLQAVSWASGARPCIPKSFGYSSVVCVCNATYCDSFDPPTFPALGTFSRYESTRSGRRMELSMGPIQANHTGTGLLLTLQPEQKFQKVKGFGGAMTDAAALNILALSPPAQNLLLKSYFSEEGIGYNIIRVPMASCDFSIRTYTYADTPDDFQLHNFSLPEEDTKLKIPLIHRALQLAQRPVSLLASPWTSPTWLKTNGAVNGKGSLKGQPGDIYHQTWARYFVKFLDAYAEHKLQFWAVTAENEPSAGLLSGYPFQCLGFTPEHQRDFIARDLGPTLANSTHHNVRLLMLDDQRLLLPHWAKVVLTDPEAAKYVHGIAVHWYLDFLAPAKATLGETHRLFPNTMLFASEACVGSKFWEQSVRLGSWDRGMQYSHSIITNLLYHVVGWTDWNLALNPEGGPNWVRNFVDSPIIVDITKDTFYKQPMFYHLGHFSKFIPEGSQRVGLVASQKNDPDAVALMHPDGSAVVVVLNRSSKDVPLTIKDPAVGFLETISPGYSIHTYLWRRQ
An asterisk follows results filed as active. These rows are one share of the data; count on the stated rates, not on these rows.

Compound	GBA enhancer
O=C(NCCCN1CCCCCC1)c1ccc(CS(=O)(=O)Cc2ccccc2F)o1	-50
CCOc1ccccc1Oc1cn[nH]c1-c1ccc(OC)cc1O	-16
O=C(c1ccco1)N1CCN(C(=O)C2CCN(S(=O)(=O)Cc3ccccc3)CC2)CC1	-10
c1ccc2c(c1)nc(Nc1ccc3c(c1)OCO3)c1nnnn12	9
COc1ccc(OCc2nnc(SC3CCOC3=O)n2-c2ccccc2)cc1 (stereo not given)	-2
C=CCN(CC(=O)NCc1ccccc1)C(=O)c1csnn1	-33
c1ccc(N2CCN(c3nnc(Cc4cccnc4)c4ccccc34)CC2)nc1	6
O=C1CCCC2=C1C(c1ccccc1O)C1=C(CCCC1=O)O2	-9
CCS(=O)(=O)N1CCC(C(=O)NCCCN2CCC(Cc3ccccc3)CC2)CC1	-34
CCOc1cc2c(cc1C(C)(C)C)NC(=O)CS2	8
COc1ccc(Nc2nnc(Cc3ccc(Cl)cc3)c(=O)[nH]2)c(OC)c1	-10
O=C(NCc1ccccc1)NC1(C(=O)N2CCN(c3ccccc3)CC2)CCCCC1	-14
COc1ccc(C(=O)NCc2cccnc2)cc1S(=O)(=O)N1CCOCC1	-5
c1cncc(-c2nnc(SCc3nc4ccccc4[nH]3)o2)c1	13
O=c1cc(N2CCC3(CC2)OCCO3)[nH]c(=O)n1-c1ccc(Br)cc1	-8
Cc1ccc(S(=O)(=O)NC(=O)NCc2ccccn2)cc1	17
CCN(CC)CCn1c2ccccc2c2nc(C)sc21	6
O=c1cc(O)c2c(=O)[nH]c(=O)n(-c3ccccc3)c2[nH]1	-12
O=C(COC(=O)c1ccccn1)Nc1nccs1	-24
COc1ccc(OCC(O)COc2ccc(C(=O)O)cc2)cc1 (stereo not given)	-20
Cc1cc(Cl)ccc1NC(=O)CSc1nnc(-c2ccncc2)n1Cc1ccco1	-46
CCOC(=O)c1[nH]c2ccc(OCC)cc2c1NC(=O)CN1CCC2(CC1)OCCO2	-24
COC(=O)COc1ccc(C(=O)OC)cc1	-36
Cc1c(C(=O)NC(C)C)oc2c1-c1[nH]ncc1CC2	-13
S=c1oc(-c2ccncc2)nn1CCc1ccncc1	-26
C/C(Cl)=C\CNC(C)c1ccccc1 (stereo not given)	-29
CCNC(=O)NC(C(=O)OC)C12CC3CC(CC(C3)C1)C2 (stereo not given)	5
Cc1ccc(-c2[nH]c(=O)n3ccncc23)s1	-7
O=C(CSc1nnnn1-c1ccccc1)N1CCN(C(=O)c2ccco2)CC1	-14
CCN(CC)S(=O)(=O)c1ccc(NC(=O)CN(c2cccc(F)c2)S(C)(=O)=O)cc1	83*
c1ccc(N(c2ccccc2)c2nc(N3CCCC3)nc(-n3ccnc3)n2)cc1	14
COC(=O)C1=CN(C(C)C)C=C(C(=O)OC)C1c1cc2c(cc1Br)OCO2	-19
CC(C)OCCCN1C(=O)c2[nH]nc(-c3ccccc3O)c2C1c1cccc(Cl)c1 (stereo not given)	10
CN1CCN(Cc2c(C#N)c3ccccc3n2C)CC1	0
O=C(NCc1nnc(SCC(=O)N2CCCCCC2)o1)c1ccco1	31
O=C(OCCCCN1C(=O)c2ccccc2C1=O)c1n[nH]c2ccccc12	-21
Cc1nc2c(-c3ccccc3)c(C)nn2c(C)c1CCC(=O)N1CCOCC1	-9
Cc1nc2sc(C#N)c(N)c2c2c1CCCC2	-10
O=C1c2oc3ccc(Br)cc3c(=O)c2C(c2cccc(F)c2)N1CCO (stereo not given)	-23
COc1ccc(CCN(C)CCCC(C#N)(c2cc(OC)c(OC)c(OC)c2)C(C)C)cc1OC (stereo not given)	-6
COc1ccccc1-n1c(CNC(=O)COc2ccccc2)n[nH]c1=S	4
CCCCN(C)C(=O)c1sc2ncn(CC)c(=O)c2c1C	-9
COc1cc2c(cc1OC)-c1cc(NC3CCCCCCC3)nc(=O)n1CC2	-20
CCOC(=O)C1=C(c2ccccc2)Nc2ncnn2C1c1cccc(OC)c1OC (stereo not given)	-43
CN1CCN(Cc2nc3c(c(=O)n(C)c(=O)n3C)n2CCCc2ccccc2)CC1	-6
c1ccc(-n2nnc3ccccc32)nc1	-41
COc1ccccc1OCC(=O)O	-8
c1ccc(-c2nc3cnccn3c2Nc2ccc3c(c2)OCCO3)cc1	-6
CC(=O)N1CCc2cc(Br)cc(S(=O)(=O)N3CCCCCC3)c21	-16
Brc1ccc2oc3c(N4CCOCC4)ncnc3c2c1	-10

Later entries.
Compound	GBA enhancer
O=C1CC(c2cccc(Oc3ccccc3)c2)NC(=O)N1 (stereo not given)	-24
COc1ccc(NC(=O)CSc2nnc(-c3ccc(C)cc3)n2N)cc1	-68
Cc1onc(-c2ccccc2Cl)c1C(=O)OCC(=O)Nc1ccc2c(c1)OCO2	26
COc1ccc(OC)c(N=Cc2c(O)[nH]c3ccccc23)c1	-24
CCOC(=O)c1cccc(NC(=O)c2cccs2)c1	-6
COC(=O)c1nnn(Cc2ccccc2)c1N	5
Cc1csc(NC(=O)C2CCCO2)n1 (stereo not given)	6
C=CCn1c(SCc2nc3ccccc3nc2C)nnc1-c1ccoc1C	-20
CC(C)(C)c1cc(NC(=O)C2CCCO2)no1 (stereo not given)	-4
COc1ccc(Cl)cc1N1C(=O)[C@@H]2C(c3cccc(OC)c3OC)=NO[C@@H]2C1=O	-17
O=C(CCCn1c(=S)[nH]c2cc3c(cc2c1=O)OCO3)NC1CC1	7
OC(Cc1nc2ccccc2[nH]1)c1ccccc1Cl (stereo not given)	0
O=C(NCCN1CCOCC1)c1c(F)c(F)c(F)c(F)c1F	34
COc1ccc(NC2=C(C)C(=O)CC2)cc1	21
CCN(CC)CCN1C(=O)c2oc3ccccc3c(=O)c2C1c1ccccc1 (stereo not given)	-21
CCCC(=O)Nc1ccccc1NC(=O)CCC	-21
CCOc1cc(C2/C(=C(/O)c3ccc(OC(C)C)cc3)C(=O)C(=O)N2CCCOC)ccc1O (stereo not given)	7
Cc1ccc(-n2sc3ccccc3c2=O)cc1S(=O)(=O)N1CCCCC1	-10
Cc1noc(C)c1C(=O)N1CCC(Cc2ccccc2)CC1	-9
Cc1nc(N2CCN(c3ccccc3)CC2)nc2c1C(=O)CC(c1ccccc1)C2 (stereo not given)	-4
CC(=O)c1nc(N2C(=O)C3CC=C(C)CC3C2=O)sc1C (stereo not given)	8
O=c1cc(O)c2c(=O)n(-c3ccccc3)c3ccccc3c2o1	-8
CCCCCOc1ccc(NC(=O)CCCC(=O)O)cc1	-17
Cn1c(=O)c2c(nc(CN3CCN(CCO)CC3)n2CCc2ccccc2)n(C)c1=O	-4
Cc1ccc(C2C3=C(CC(C)(C)CC3=O)Nc3n[nH]c(C)c32)cc1 (stereo not given)	-11

An excerpt from above in order of heavy-atom count, falling.
Compound	GBA enhancer
Cc1onc(-c2ccccc2Cl)c1C(=O)OCC(=O)Nc1ccc2c(c1)OCO2	26
CCN(CC)CCN1C(=O)c2oc3ccccc3c(=O)c2C1c1ccccc1 (stereo not given)	-21
Cc1noc(C)c1C(=O)N1CCC(Cc2ccccc2)CC1	-9

Continuation.
Compound	GBA enhancer
COc1ccc(N=C2SC(C(=O)O)CC(=O)N2Cc2ccc(OC)c(OC)c2)cc1 (stereo not given)	-2
Cc1cc(NC(=O)CCC(=O)N(CC2CCCO2)C(C(=O)NC2CCCC2)c2ccccc2C)no1 (stereo not given)	-49
CCC(c1nnnn1Cc1ccccc1)N(Cc1cc2cc(OC)ccc2[nH]c1=O)CC1CCCO1 (stereo not given)	-26
CSc1ccc(S(=O)(=O)N2CCCC2)cc1	-26
Cc1cc(C)nc(N2CCC(C(=O)NC3CCCCCC3)CC2)n1	0
Cc1cc2ncn(-c3nnnn3-c3ccccc3)c2cc1C	-11
O=C(CCn1c(=S)[nH]c2cc3c(cc2c1=O)OCO3)N1CCN(c2ccccn2)CC1	-5
Cc1cc(=O)oc2cc(OCC(=O)OCc3nnc(-c4ccccc4)o3)ccc12	-27
Cc1ccnc2nc(C(=O)OCCOc3ccccc3)nn12	-6
COc1ccc2cnn(CCOc3ccccc3)c(=O)c2c1OC	-13
O=C(CN(Cc1ccccc1Cl)C(=O)c1ccc(CN2CCOCC2)o1)NCc1ccccc1	-19
CCN1CCN(P2(=O)C=C(c3ccccc3)OC(c3ccccc3)=C2)CC1	14
O=C(NC(=Nc1ccccc1)N1CCOCC1)Nc1ccccc1	-1
c1ccc2c(c1)CNc1ccccc1C2	-5
COc1ccccc1OCC(O)Cn1c(Br)nc2c1c(=O)[nH]c(=O)n2C (stereo not given)	-9
Cc1nnc(SCCN2CCOCC2)n1C	-2
O=S(=O)(c1ccccc1Cl)N1CCC(O)(c2ccc3c(c2)OCO3)CC1	11
CCOC(=O)c1cnc(SCC(=O)NCc2ccco2)nc1N	3
O=C(Nc1ccc(Cl)c(Cl)c1)N1CCC(N2CCCCC2)CC1	-4
CCCCC(OC(=O)c1cc2occc2n1C)C(=O)NCC1CCCO1 (stereo not given)	-26
COc1cc2nc(NC(=O)c3ccc(Cl)cc3)[nH]c(=O)c2cc1OC	-8
O=C(Nc1cccc2ccccc12)c1cnccn1	-23
CC12CN3CCN(CC(C3)C1(O)CN1CCCCC1)C2 (stereo not given)	-1
CCOc1ccc(NC(=O)CCN2CCCCC2)cc1	-10
CCCCn1c(SCC(=O)Nc2ccc(OC)cc2)nc2ccc(N3CCOCC3)cc2c1=O	17

Ordered by SMILES length (falling): part of the list above
Compound	GBA enhancer
Cc1cc(NC(=O)CCC(=O)N(CC2CCCO2)C(C(=O)NC2CCCC2)c2ccccc2C)no1 (stereo not given)	-49
O=C(CCn1c(=S)[nH]c2cc3c(cc2c1=O)OCO3)N1CCN(c2ccccn2)CC1	-5
O=C(CN(Cc1ccccc1Cl)C(=O)c1ccc(CN2CCOCC2)o1)NCc1ccccc1	-19
CCCCn1c(SCC(=O)Nc2ccc(OC)cc2)nc2ccc(N3CCOCC3)cc2c1=O	17
COc1ccc(N=C2SC(C(=O)O)CC(=O)N2Cc2ccc(OC)c(OC)c2)cc1 (stereo not given)	-2
O=S(=O)(c1ccccc1Cl)N1CCC(O)(c2ccc3c(c2)OCO3)CC1	11
COc1ccccc1OCC(O)Cn1c(Br)nc2c1c(=O)[nH]c(=O)n2C (stereo not given)	-9
COc1cc2nc(NC(=O)c3ccc(Cl)cc3)[nH]c(=O)c2cc1OC	-8
O=C(Nc1ccc(Cl)c(Cl)c1)N1CCC(N2CCCCC2)CC1	-4
Cc1cc(C)nc(N2CCC(C(=O)NC3CCCCCC3)CC2)n1	0
O=C(NC(=Nc1ccccc1)N1CCOCC1)Nc1ccccc1	-1
COc1ccc2cnn(CCOc3ccccc3)c(=O)c2c1OC	-13
CC12CN3CCN(CC(C3)C1(O)CN1CCCCC1)C2 (stereo not given)	-1
Cc1ccnc2nc(C(=O)OCCOc3ccccc3)nn12	-6
CCOc1ccc(NC(=O)CCN2CCCCC2)cc1	-10
O=C(Nc1cccc2ccccc12)c1cnccn1	-23
Cc1nnc(SCCN2CCOCC2)n1C	-2

(continued)
structure,GBA enhancer
CCOc1ccc2c(C)c(C(=O)O)oc2c1OCC,17
CC(C)(C)C(=O)Nc1ccccc1N1CCN(C(=O)c2ccc(Cl)cc2)CC1,-21
CCOc1ccc(-n2c(=O)c3c4c(sc3n(CC(=O)NCc3ccco3)c2=O)CCC4)cc1,-15
COc1ccc(NC(=O)C2CCCN2C(=O)NCc2ccccc2)c(OC)c1 (stereo not given),-48
COc1ccc(-c2nnc(SC3CCOC3=O)n2C2CCCCC2)cc1OC (stereo not given),-17
CCOC(=O)c1ccc(NC(=O)CSc2nc(SC)ns2)cc1,1
COc1ccc(NC(=O)CSc2nnc(COc3ccccc3)n2Cc2ccco2)cc1OC,-33
CC(C)COc1ccc(C(=O)CCN2CCCCC2)cc1,-36
Cc1cc(NS(=O)(=O)c2ccc(NC(=O)COc3ccc(Cl)cc3)cc2)no1,-35
O=C1CC(c2ccccc2)n2ncnc2N1 (stereo not given),-4
COC(C)(C)[C@]12CC(O)(C(C)C)ON1[C@H]1CCCCC1N2O (stereo not given in full),-3
CCOC(=O)c1[nH]c2c(c1C)C(=O)CC(c1ccco1)C2 (stereo not given),1
CC(C(=O)OCC(=O)Nc1ccc2c(c1)OCO2)N1C(=O)c2ccccc2C1=O (stereo not given),-9
O=C(O)c1cccc(COc2ccccc2Cl)c1,13
COc1ccccc1C(=O)NCCNC(=O)c1ccco1,-14
C=CCn1c(-c2cccs2)nc2ccccc21,2
CCCn1nnnc1NC(=O)CSc1ccc(Cl)cc1,4
COc1ccc(C(C)=O)cc1CSc1nc2ccccc2o1,24
CCOC(=O)c1c(NC(C)=O)sc2c(O)c(CN3CCN(CC)CC3)ccc12,-15
CN(Cc1nc(-c2ccccn2)no1)S(=O)(=O)c1ccc(Cl)cc1,1
N#C/C(=C(/O)COC(=O)CCc1ccc(S(=O)(=O)N2CCOCC2)cc1)c1nc2ccccc2[nH]1,6
CC(C)N(C(=O)Cn1c(SCC(=O)N2CCN(c3ccccc3)CC2)nc2ccccc21)C(C)C,-5
CCOC(=O)N1CCN(CC(O)COC2CC(C)CC(C)(C)C2)CC1 (stereo not given),-32
Cc1cccn2cc(-c3ccc(F)cc3)nc12,-27
O=C(O)Cc1ccc(NC(=O)c2cccs2)cc1,-9
CCOC(=O)N1CCN(C(=O)CN(c2cccc(C)c2)S(=O)(=O)c2ccc(C)cc2)CC1,-42
CCOC(=O)c1c(-c2ccc(C)o2)csc1NC(=O)CSc1nnnn1-c1ccccc1,-21
Cc1ccccc1-c1nc(CN2CCCC(C(=O)NCCCN3CCOCC3)C2)c(C)o1 (stereo not given),-59
CCCn1c(N)c(C(=O)CN2CCN(S(=O)(=O)c3cccs3)CC2)c(=O)[nH]c1=O,4
Cc1ccc(Cn2c(C)nc3c(c2=O)c2nc4ccccc4nc2n3Cc2ccco2)cc1,-2
COCCn1nnnc1C(c1cc2cc(C)cc(C)c2[nH]c1=O)N1CCN(c2ccccc2F)CC1 (stereo not given),1
CCCCCn1c(CN2CCCCC2CC)nc2c1c(=O)n(C)c(=O)n2C (stereo not given),-2
O=S(=O)(NCc1ccccc1)c1ccc2c(c1)OCCO2,-27
COc1ccc(OC)c(C(=O)c2coc3ccc(O)c(CN4CCOCC4)c23)c1,7
COc1cc(C(C(=O)NC(C)(C)C)N(Cc2ccccc2)C(=O)c2cnccn2)cc(OC)c1OC (stereo not given),-22
COc1ccc(-c2csc(/C(C#N)=C(\O)CSc3nccn3C)n2)cc1OC,-1
CCOc1cc(C(=O)O)cc(Cl)c1OCC#N,-66
Cc1ccc2c(c1)c1ncnc(N3CCOCC3)c1n2C,14
